Compound activity deposited in PubChem BioAssay by several laboratories.
NSD2 inh: NSD2 (human) methyltransferase inhibition. O96028. NSD2 peptide methylation, AlphaScreen, 120 min. inhibition, % at 12.5 µM. actives 0.54% (n = 310,000). AID 743445; in the data active = inhibition above about 50%
DAGLB inh: blocks human DAGLB lipase activity. Q8NCG7. HEK293T DAGLB membrane lysate, EnzChek fluorogenic substrate. inhibition, % at 5.17 µM. actives 0.059% (n = 340,000). AID 504411; in the data active = inhibition above about 34%;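 also: 0% = enzyme with vehicle and 100% = wells lacking enzyme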
RTF Ca sens inh: cardiac RTF calcium desensitization | P19429+P45379 | actives 0.12% (n = 340,000) | AID 493244 | IANBD-labeled cardiac RTF, Ca2+ fluorescence | inhibition, % at 7.15 µM;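 active = inhibition above the mean inhibition of all tested compounds plus 3 SD, cut at about 17% in these data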;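 also: assay run at fixed EC70 calcium of 1.6 mM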
V-ATPase pHluor: yeast V-ATPase proton transport regulation by pHLuorin. S. cerevisiae, pHLuorin cytosolic pH fluorescence. response, % at 10 µM. actives 0.37% (n = 350,000); in the data active = response mostly above about 7.3%, no sharp cut-off; inactive = mostly below about 5.4%; also: actives read high; inactives centre near 0; some compounds called inactive have numbers as strong as hits; reference of the scale not given here
DSG3 Ab inh: inhibitors of pemphigus antibody binding to human desmoglein-3; P32926; binding (percent of control), % at 10 µM; DSG3-coupled beads, scFv-anti-DSG3-GFP binding, flow cytometry; hits give low values; AID 588358; actives 0.48% (n = 310,000);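 active = binding more than 3 SD below its plate's average and above zero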;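 also: hits lower antibody fragment binding to DSG3; some compounds called inactive have numbers as strong as hits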
LANA DNA inh: blocks KSHV LANA C-terminal domain binding to DNA | MBP-C-LANA/FAM-LBS DNA binding, fluorescence polarization | actives 0.078% (n = 340,000) | inhibition, % at 9 µM;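 active = highest replicate inhibition at or above 60% at 9 µM, even if other replicates fall short; inactive = all replicates below 60% inhibition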;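 also: 0% = neutral control wells and 100% = 4 µM acridine orange control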
CAL PDZ FP-1: blocks peptide binding to the human CAL PDZ domain | inhibition, % at 24.9 µM | purified CAL PDZ, TMR-peptide fluorescence polarization, 1 h | AID 602252 | actives 0.92% (n = 300,000);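 active = mean inhibition of at least 30% with at least half of replicates also reaching 30%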;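 also: 0% = DMSO neutral control and 100% = excess unlabeled competitor peptide PRC23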
CAL PDZ FP-2: blocks peptide binding to human CAL PDZ domain; AID 504414; actives 0.02% (n = 330,000); Q9HD26; inhibition, % at 20 µM; purified CAL PDZ, TMR-peptide fluorescence polarization, 1 h;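 active = highest replicate inhibition of at least 40%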;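 also: plate controls were DMSO neutral control wells for no effect and unlabeled competitor peptide control wells for full effect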
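System: tagged CAL PDZ domain. Schedule: 1 h room-temperature incubation prior to read. Signal: fluorescence polarization (mP). Measure: percent inhibition from loss of millipolarization.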
Keap1 Nrf2 FP: inhibitors of human Keap1-Nrf2 protein-protein interaction; Keap1 Kelch-Nrf2 peptide fluorescence polarization, 1536-well; inhibition, % at 9.4 µM; actives 0.15% (n = 340,000); AID 504523; in the data active = inhibition above about 12%;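 also: human Keap1 Kelch domain with fluorescein labeled Nrf2 9mer peptide probe; 0% = neutral control wells and 100% = peptide positive control; higher means more block of Keap1 binding to Nrf2 peptide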
Target sequence (Q14145 whole entry, looked up, the tested form may be a part): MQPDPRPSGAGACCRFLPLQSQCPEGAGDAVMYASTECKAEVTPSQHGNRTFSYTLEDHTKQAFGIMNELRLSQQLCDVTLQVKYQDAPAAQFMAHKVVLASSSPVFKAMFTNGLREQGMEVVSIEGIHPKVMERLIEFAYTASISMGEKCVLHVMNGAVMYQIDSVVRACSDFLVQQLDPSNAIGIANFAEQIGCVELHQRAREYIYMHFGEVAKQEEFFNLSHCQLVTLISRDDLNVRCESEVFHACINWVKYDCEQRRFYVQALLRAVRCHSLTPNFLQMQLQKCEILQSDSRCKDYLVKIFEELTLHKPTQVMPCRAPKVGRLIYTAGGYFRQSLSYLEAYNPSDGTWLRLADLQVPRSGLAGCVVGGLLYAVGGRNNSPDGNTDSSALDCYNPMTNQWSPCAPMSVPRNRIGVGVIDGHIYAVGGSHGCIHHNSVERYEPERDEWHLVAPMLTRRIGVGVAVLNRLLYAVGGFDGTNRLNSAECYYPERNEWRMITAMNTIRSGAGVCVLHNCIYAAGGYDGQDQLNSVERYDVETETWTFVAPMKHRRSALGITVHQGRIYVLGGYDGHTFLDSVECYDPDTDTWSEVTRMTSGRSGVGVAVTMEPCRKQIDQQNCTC
Arr AP2 block: inhibitors of human beta-arrestin and AP2 interaction; inhibition, % at 10 µM; actives 0.31% (n = 340,000); FITC-arrestin peptide / GST-AP2 beads, flow cytometry; AP2 beta2 appendage carries R879A mutation;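 active = inhibition above a set limit, near 3 SD of compounds lacking own fluorescence, cut at about 54% in these data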;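 also: plate controls were DMSO wells for no effect and 5 µM unlabelled arrestin peptide for full effect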
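System: GST-AP2 R879A glutathione beads; medium: PBS, Tween 20 0.05%, BSA 0.1%; reagent: fluorescein-tagged arrestin peptide at 50 nM final; schedule: pre-incubation 12 min, peptide binding 1 h, room temperature; detection: flow cytometry, FL1 (488/535 nm); read-out: inhibition as reduced fluorescein signal on beads, percent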
* = called active by the depositor; nt = not tested or not shown. The list is partial. The share of hits here may be higher or lower than overall.

molecule,NSD2 inh,DAGLB inh,RTF Ca sens inh,V-ATPase pHluor,DSG3 Ab inh,LANA DNA inh,CAL PDZ FP-1,CAL PDZ FP-2,Keap1 Nrf2 FP,Arr AP2 block
CCN1CCN(Cc2ccc(OCc3ccccc3)c(OC)c2)CC1,15,0,6,-4,101,2.8,-1,-2.2,-3,-7
COc1cccc(CNC(=O)C2CC(=O)N(c3ccc4c(c3)OCCO4)C2)c1 (configuration not stated),-4,-1,-1,1,97,0.6,-6,-3.4,-6,8
Cc1cccc(N(C(=O)c2snc(C(N)=O)c2N)C(C(=O)NCC2CCCO2)c2c[nH]c3ccccc23)c1 (configuration not stated),0,0,1,5,107,-1.0,-3,-1.5,-1,5
Cc1cc(NC(=O)CCC(=O)N(CC(=O)NC2CCCC2)c2cccc(C)c2C)no1,1,1,1,-1,106,-3.1,0,-1.9,-2,-11
CSc1sc(C(=O)NNC(C)=O)c2c1C=CCC2,-4,nt,nt,1,100,nt,nt,nt,nt,8
CCOC(=O)N1CCC(NS(=O)(=O)c2ccc(C#N)cc2)CC1,nt,nt,nt,0,96,-0.5,-18,-0.2,0,29
C[C@]12CCC(O)CC1CCC1C2CC[C@]2(C)C(c3cc(C(F)(F)F)n[nH]3)CCC12 (some centres not stated),0,-4,0,0,92,0.3,-4,0.2,-2,7
Cc1c(Cl)cccc1NC(=O)CSC(C)c1nc2ccccc2c(=O)[nH]1 (configuration not stated),-2,0,-4,-7,108,-0.9,nt,-0.8,-2,30
CCOC(=O)C1=C(C(=O)OCC)N(Cc2ccccc2)CCC1=O,nt,-2,-5,-1,104,2.3,1,-0.3,2,-6
Cc1ccc(NC(=O)CCC(=O)NNS(=O)(=O)c2ccccc2)cc1C,6,0,-12,1,99,0.0,-4,-2.3,0,-15
COc1ccc(OC)c2sc(N(CCN(C)C)C(=O)c3cc(Cl)sc3Cl)nc12,nt,-2,2,5,102,3.8,-6,0.7,-3,-2
CCC1(c2ccccc2)ON(c2c(Br)cccc2Br)C1=O (configuration not stated),nt,0,-21,3,101,1.2,-2,-0.4,-2,8
O=C1CN(C(=O)N[C@@H](Cc2ccccc2)C(=O)N[C@H](Cc2ccccc2)C(=O)O)c2ccccc2N1,nt,3,-1,0,103,0.5,5,-0.1,-7,1
C=CCN(C/C(=N\O)c1sc(C(=O)OCC)nc1C)c1cccc(Br)c1,nt,-3,-13,1,100,1.8,-2,0.0,2,18
CCS(=O)(=O)c1ccc2oc(SCC(=O)NC34CC5CC(CC(C5)C3)C4)nc2c1,2,-2,-7,-5,101,0.8,-3,-0.8,2,17
COC(=O)/C(=C1/Oc2ccc(C(C)(C)C)cc2S1)C(F)(F)F,-2,0,2,-3,87,0.0,-1,-2.2,-1,-2
CCOC(=O)C1CCCN(C(=S)NC(=O)/C=C/c2ccc(F)cc2)C1 (configuration not stated),-9,-3,-8,0,107,-0.5,-1,-3.5,-4,14
Cc1cc(NC(=O)c2ccc3[nH]c(C)c(C)c3c2)ccn1,-2,2,-7,1,118,2.7,-3,0.8,-11,-16
COc1cc(NC(=O)CCCSc2nc(-c3ccco3)cc(C(F)(F)F)n2)cc(OC)c1OC,2,-4,11,-4,104,0.8,-4,nt,-5,25
COc1cnc(-c2ccccn2)nc1Oc1c(C)cccc1C,-1,2,-8,-5,90,-2.1,-5,-1.6,-4,41
CCOc1ccc2nc(NC(=O)CN3C(=O)C4CCCCC4C3=O)sc2c1 (configuration not stated),3,-1,1,2,103,0.5,-2,0.0,-2,27
O=C(C1=COCCO1)N1CCN(S(=O)(=O)c2cccc(F)c2)CC1,13,2,-8,3,nt,-0.2,-2,0.5,2,27
O=C(COc1ccccc1Cl)NCCCNC(=O)c1ccco1,0,-1,-4,2,104,1.9,-1,-2.1,-3,-1
COc1cc(-n2c(C)nc3ncn(-c4ccccc4)c3c2=O)cc(OC)c1OC,0,2,nt,0,103,nt,nt,nt,nt,nt
O=C1COc2ccc(C(=O)COC(=O)c3ccccn3)cc2N1,-1,1,-11,2,101,0.4,-4,-1.6,-1,11
O=C1C=CC(=O)c2c(O)c(N3CCN(CCOCCO)CC3)c(Br)c(O)c21,81*,4,5,-4,nt,10,4,6.8,25*,69*
Clc1ccc(-c2nc(C3CCCCC3)no2)cc1,1,-3,4,7,95,5.2,6,0.4,4,-7
CC(=O)C1CCC2C3CCC4=CC(=O)CCC4(C)C3(F)C(O)CC12C (configuration not stated),-1,-1,-8,2,113,2.7,14,0.7,-8,-11
CC(=O)c1cccc(N2C(=NC(=O)C(C)C)SC3CS(=O)(=O)CC32)c1 (configuration not stated),-9,1,-15,-1,nt,-1.2,11,-2.0,-5,-1
COc1ccccc1C(=O)Nc1ccc(OCC(=O)N2CCCCC2C)cc1 (configuration not stated),0,0,0,-2,103,-0.1,-17,-3.0,6,22
CCCCn1c(=O)nc2n(-c3ccccc3)c3ccccc3cc-2c1=O,1,-1,-3,-4,94,0.0,-1,-1.7,2,2
Cc1cc(NC(=O)CSc2nnc(C(F)(F)F)n2C)no1,4,0,-1,0,105,0.9,-1,0.4,-2,1
O=C(NC1CCCCC1)C(c1ccccc1)N(C(=O)Cc1ccsc1)c1ccccc1 (configuration not stated),nt,-1,-3,-5,82,0.7,-1,-1.4,3,2
O=C(NCC1CCCO1)C1CCC(=O)N1CCc1ccccc1 (configuration not stated),-3,1,-8,2,108,-1.2,-3,0.2,2,-3
CC1(C)Cc2cccc(OCC(=O)Nc3ccccc3C(F)(F)F)c2O1,-3,-17,1,-8,77*,0.1,-1,-1.6,1,21
Cc1ccc(S(=O)(=O)c2cn(C)c3cc(N4CCOCC4)c(F)cc3c2=O)cc1,-3,2,-8,-4,99,-0.1,-1,-1.6,0,-6
O=C(c1ccc(NC(=S)NCc2ccco2)cc1)N1CCOCC1,6,2,1,3,101,0.9,-2,9.1,-5,-6
CN(CC(=O)Nc1ccccc1C(F)(F)F)Cc1c(O)ccc2ccccc12,1,-4,10,0,nt,-0.1,-1,-1.8,0,23
CC(c1ccccc1)C1NC(C(=O)O)CS1 (configuration not stated),nt,0,2,4,108,-0.4,0,-1.2,-4,2
COc1ccc(-c2oc3ccc(N4CCOCC4)cc3c2C#CC2(O)CCCCC2)cc1,nt,2,-2,3,103,0.1,-2,0.7,-8,4
CC1CCCC(NC(=O)COC(=O)c2cc(=O)[nH]c3ccccc23)C1C (configuration not stated),-3,-1,-7,0,nt,-1.0,4,0.0,-1,45
COc1cc2c(cc1OC)C(C)N(C(=O)Nc1cc(C)cc(C)c1)CC2 (configuration not stated),-3,3,-6,7,102,2.4,1,-4.1,1,12
CC(=O)c1cccc(NC(=O)CCCNC(=O)c2ccc(Cl)cc2)c1,2,-1,-12,1,116,-0.9,-2,0.1,-4,-9
COc1ccc(N2CCN(c3nc(NCCO)nc(N4CCOCC4)n3)CC2)cc1,10,-2,-9,7,106,-0.7,-2,-0.3,-3,15
O=C(/C=C/c1cccnc1)c1ccc([N+](=O)[O-])cc1,2,1,-15,6,nt,-0.6,4,-3.0,-3,6
COc1ccc(N(C)S(=O)(=O)c2cccc(C(=O)Nc3nc(C)c(C(C)=O)s3)c2)cc1,4,-1,-1,-7,nt,1.0,-7,-2.5,-5,18
CC1CCN(CCCNC(=O)CCCNC(=O)Cn2cnc3sc4c(c3c2=O)CCCC4)CC1,15,-4,6,4,nt,-0.4,0,-1.3,-8,4
Cc1ncc(CN2CCN(CCc3ccccc3)C(CCO)C2)s1 (configuration not stated),nt,3,10,0,109,-1.5,-4,0.1,-4,12
Cc1cc(OCC(=O)N2CCc3ccccc3C2)c2c(-c3ccccc3)cc(=O)oc2c1,1,-3,12,0,nt,1.4,-5,-0.6,-4,-3
CCOC(=O)c1csc(-c2sccc2Br)n1,-9,-6,-2,1,117,0.6,-2,-0.1,-1,8

Fetched by compound from the list above (3):
molecule,NSD2 inh,DAGLB inh,RTF Ca sens inh,V-ATPase pHluor,DSG3 Ab inh,LANA DNA inh,CAL PDZ FP-1,CAL PDZ FP-2,Keap1 Nrf2 FP,Arr AP2 block
CCOC(=O)c1csc(-c2sccc2Br)n1,-9,-6,-2,1,117,0.6,-2,-0.1,-1,8
COc1cc2c(cc1OC)C(C)N(C(=O)Nc1cc(C)cc(C)c1)CC2 (configuration not stated),-3,3,-6,7,102,2.4,1,-4.1,1,12
COc1ccc(-c2oc3ccc(N4CCOCC4)cc3c2C#CC2(O)CCCCC2)cc1,nt,2,-2,3,103,0.1,-2,0.7,-8,4

(continued)
molecule,NSD2 inh,DAGLB inh,RTF Ca sens inh,V-ATPase pHluor,DSG3 Ab inh,LANA DNA inh,CAL PDZ FP-1,CAL PDZ FP-2,Keap1 Nrf2 FP,Arr AP2 block
CC(C)(C)c1ccc(NC(=O)c2ccc3c(c2)S(=O)(=O)c2ccccc2C3=O)cc1,nt,1,-11,-5,101,0.6,-4,0.2,0,14
O=C(CN1CCC(NC(=O)C2CC2)CC1)Nc1ccccc1[N+](=O)[O-],0,1,-19,1,106,-0.3,-1,-1.2,-2,5
Clc1cccc(NCc2nnc(SCc3ccc(Cl)cc3Cl)o2)c1,0,-7,-3,-4,112,-1.4,0,0.2,-1,0
COc1ccc(-c2ccc3oc(-c4ccc(OC)cc4)c(-c4cc(OC)c(OC)c(OC)c4)c3c2)cc1,nt,1,-27,0,102,0.5,-4,0.5,-2,-7
CSc1n[nH]c2nc3c(c(=O)n12)C1(CCCC1)Cc1ccccc1-3,-4,2,0,0,100,-1.0,-4,-0.6,-2,-1
CC(=O)c1c(CSc2ccccc2)oc2ccc(O)c(CN(C)C)c12,2,0,-14,-1,100,1.7,-4,-0.8,-2,-4
Cc1cccc(NC(=O)CCC(=O)N/N=C/c2ccc(O)cc2O)c1,-1,0,1,1,96,0.6,-6,nt,1,-22
Cc1nnc(SCC(=O)NC(C)(C)C)n1NCc1c(F)cccc1Cl,2,1,1,-5,102,0.1,0,0.6,-6,18
Cc1ccc2c(c1)COc1c3ccc(C(=O)O)cc3nn1-2,nt,0,-1,-3,106,5.4,-2,-2.8,-3,0
O=C(CC(=O)Nc1cccc(Cl)c1)N/N=C\c1ccccc1,-3,0,-2,0,82,1.1,-4,-3.8,-2,-1
CCCNC(=O)c1ccc2c(c1)nc(C)n2-c1cccc(C)c1,-2,-2,-6,1,80,-2.9,-3,-0.9,3,16
CCC(=O)Nc1ccc(S(=O)(=O)N2CCCCC2)cc1OC,0,-1,-3,7,98,-0.4,-4,0.7,-2,4
Cc1ccc(NC(=O)COC(=O)c2ccco2)cc1S(=O)(=O)N1CCOCC1,-2,2,4,-4,99,-0.4,-6,0.0,-6,13
